TcdB inh = TcdB glycohydrolase inhibitors, primary screen, biochemical, single point, plate reader; AID 652162, 2013; 350,000 compounds, 0.24% hits; Toxin B (Clostridioides difficile), P18177; inhibition, % at 9.99 µM; TcdB glycohydrolase enzymatic assay; in the data active = inhibition above about 10%
Active calls of the source: *. Not all compounds are listed; the hit share may differ from the screen's.

SMILES	TcdB inh
C[C@H](CO)N1C[C@H](C)[C@H](CN(C)C(=O)Nc2ccc3c(c2)OCO3)OCCCC[C@H](C)Oc2ccc(NS(C)(=O)=O)cc2C1=O	-1.4
COc1ccccc1NC(=O)N1CCCCN2[C@H](C1)[C@@H](c1ccc(-c3cccc(C#N)c3)cc1)[C@@H]2CO	0.2
O=S(=O)(N[C@H]1CC[C@@H](CCNS(=O)(=O)c2ccccc2Cl)O[C@@H]1CO)c1ccccc1	-2.4
C[C@H](CO)N1C[C@H](C)[C@H](CN(C)C(=O)Nc2ccccc2F)Oc2ncc(C#CCN(C)C)cc2C1=O	-1.9
O=C(N[C@@H]1CC[C@H](CCNS(=O)(=O)c2ccccc2)O[C@@H]1CO)c1cccnc1	-0.6
O=C(Nc1cccc(F)c1)N[C@H]1CC[C@@H](CCNS(=O)(=O)c2cccc(Cl)c2)O[C@@H]1CO	-0.6
CCCN1C[C@@H](C)[C@@H](OC)CN(C)C(=O)c2ccc(NS(=O)(=O)c3cn(C)cn3)cc2OC[C@@H]1C	-0.5
C[C@H]1CN([C@@H](C)CO)C(=O)c2cc(NC(=O)Cc3cn(C)c4ccccc34)ccc2O[C@H]1CN(C)C	-0.6
CN1CCN(C(=O)C[C@@H]2CC[C@@H]3[C@H](COc4ccc(NC(=O)c5ccc(F)c(F)c5)cc4C(=O)N3C)O2)CC1	0.1
C[C@H](CO)N1C[C@H](C)[C@H](CN(C)CC2CCCCC2)Oc2ccc(NC(=O)Nc3ccc4c(c3)OCO4)cc2C1=O	-4.5
CO[C@H]1CN(C)C(=O)c2cc(NS(=O)(=O)c3ccccc3)ccc2OC[C@H](C)NC[C@@H]1C	1.0
COc1ccc2c3c([nH]c2c1)[C@@H](CO)N(Cc1nccs1)CC31CCN(C(=O)C2CCOCC2)CC1	-0.5
Cc1noc(C)c1NC(=O)Nc1ccc2c(c1)C(=O)N([C@@H](C)CO)C[C@@H](C)[C@@H](CN(C)Cc1ccc(C(F)(F)F)cc1)OCCCC[C@H](C)O2	1.2
Cc1ccc(S(=O)(=O)NCC[C@H]2CC[C@H](NC(=O)NC(C)C)[C@@H](CO)O2)cc1	-4.1
N#Cc1ccc(-c2ccc3c(c2)[C@@H]2[C@@H](CCN2C(=O)C2CCCC2)[C@@H](CO)N3)cc1	0.4

Brought forward from above: two entries, then new ones.
SMILES	TcdB inh
Cc1ccc(S(=O)(=O)NCC[C@H]2CC[C@H](NC(=O)NC(C)C)[C@@H](CO)O2)cc1	-4.1
N#Cc1ccc(-c2ccc3c(c2)[C@@H]2[C@@H](CCN2C(=O)C2CCCC2)[C@@H](CO)N3)cc1	0.4
C[C@@H]1CN([C@@H](C)CO)S(=O)(=O)c2ccc(-c3ccncc3)cc2O[C@@H]1CN(C)Cc1cccnc1	-0.7
COc1ccc(NC(=O)N(C)C[C@@H]2Oc3ccc(NC(=O)CCC(F)(F)F)cc3C(=O)N([C@@H](C)CO)C[C@H]2C)cc1	-0.1
Cc1ccc(S(=O)(=O)Nc2ccc3c(c2)C(=O)N([C@@H](C)CO)C[C@@H](C)[C@@H](CN(C)C(=O)Nc2ccc4c(c2)OCO4)OCCCC[C@H](C)O3)cc1	1.0
CCCNC(=O)[C@@H]1[C@@H](CO)[C@@H]2Cn3c(cccc3=O)[C@@H]2N1CCC(F)(F)F	0.5
C[C@@H]1CN([C@@H](C)CO)C(=O)Cc2cc(NC(=O)CCCCCC(=O)Nc3ccccc3N)ccc2O[C@H]1CN(C)C	-7.1
O=C(C[C@H]1CC[C@H](NC(=O)c2cccc(F)c2)[C@@H](CO)O1)NCCN1CCCC1	-2.4
C[C@@H]1CCCCO[C@@H](CN(C)C(=O)Nc2ccc(F)cc2)[C@H](C)CN([C@@H](C)CO)C(=O)c2cc(NS(=O)(=O)c3ccccc3)ccc2O1	-0.2
CC(=O)N1[C@@H](CO)[C@@H](c2ccccc2)[C@@H]1CN(C)C(=O)CN1CCOCC1	-1.1
C[C@H](CO)N1C[C@H](C)[C@@H](CN(C)C(=O)Nc2ccccc2)OCCCC[C@H](C)Oc2ccc(NC(=O)CCCN(C)C)cc2C1=O	0.6
O=C(NCC[C@@H]1CC[C@H](NC(=O)C2CCC2)[C@H](CO)O1)Nc1ccc(Cl)cc1	0.6
COc1ccccc1NC(=O)N1CCCCN2[C@H](CO)[C@@H](c3ccc(-c4cccc(C)c4)cc3)[C@@H]2C1	0.1
N#C[C@H]1[C@H](c2ccccc2C2=CCCCC2)[C@H](CO)N1C(=O)c1cccc(F)c1	-0.2
O=C(C[C@@H]1C=C[C@@H](NC(=O)Cc2ccccn2)[C@H](CO)O1)NCCc1ccncc1	-0.5
COCC(=O)N1[C@H](CO)[C@H](c2ccccc2-c2cccc(C)c2)[C@@H]1C#N	0.5
CCC(=O)N[C@H]1CC[C@@H](CCNC(=O)Nc2ccc(C(F)(F)F)cc2)O[C@@H]1CO	-1.1
CCCNC(=O)N(C)C[C@@H]1Oc2ncc(C#C[C@@H](C)O)cc2C(=O)N([C@@H](C)CO)C[C@H]1C	-0.4
CC(C)NC(=O)N(C)C[C@H]1Oc2c(NC(=O)C3CC3)cccc2C(=O)N([C@@H](C)CO)C[C@H]1C	0.9
C[C@@H]1CN([C@@H](C)CO)C(=O)Cc2cc(NS(=O)(=O)c3ccccc3)ccc2O[C@@H]1CN(C)C(=O)Nc1cccc2ccccc12	0.7
O=C(Nc1ccccc1)N1CCCCN2[C@@H](CO)[C@@H](c3ccc(C#Cc4ccccn4)cc3)[C@@H]2C1	-6.8
CCCC#Cc1ccc([C@@H]2[C@@H](C#N)N(C(=O)C3CCC3)[C@@H]2CO)cc1	-1.2
CNC[C@@H]1Oc2ccc(NS(=O)(=O)c3c(C)noc3C)cc2C(=O)N([C@H](C)CO)C[C@H]1C	-0.5
CC(C)NC(=O)N(C)C[C@@H]1OCCCC[C@H](C)Oc2ccc(NC(=O)C3CCCCC3)cc2C(=O)N([C@@H](C)CO)C[C@@H]1C	0.0
CN1C(=O)c2cc(NC(=O)C3CCOCC3)ccc2OC[C@@H]2O[C@@H](CC(=O)NCC3CCCCC3)CC[C@@H]21	-0.4
COc1cccc(CN2[C@@H](CO)[C@@H](c3ccccc3)C23CN(C(=O)C2CCCCC2)C3)c1	1.0
CC(=O)N[C@H]1C=C[C@H](CC(=O)NCC2CCCCC2)O[C@@H]1CO	0.9
COc1ccc(COC[C@]23Oc4ccccc4[C@H]([C@H]2COC(=O)c2ccccc2)N(C(=O)CC(C)=O)C(=O)N3C)cc1	-1.0
COc1ccc(C[C@H]2CCc3cnnn3COC[C@H](c3ccccc3)NC2=O)cc1	0.3
C[C@H]1CN([C@@H](C)CO)C(=O)c2cccc(NS(=O)(=O)c3cn(C)cn3)c2O[C@@H]1CN(C)Cc1ccc(C(=O)O)cc1	-1.2
C[C@H](CO)N1C[C@H](C)[C@H](CN(C)Cc2ccc(C(=O)O)cc2)Oc2ccc(NC(=O)Nc3cccc4ccccc34)cc2C1=O	0.3
Cc1ccc(S(=O)(=O)N[C@@H]2CC[C@H](CC(=O)NCc3ccc(Cl)c(Cl)c3)O[C@@H]2CO)cc1	-0.2
C[C@@H]1CN([C@@H](C)CO)C(=O)Cc2cc(NS(=O)(=O)c3cccs3)ccc2O[C@@H]1CN(C)Cc1ccc(C(=O)O)cc1	0.7
CCC(=O)Nc1ccc2c(c1)C(=O)N(C)C[C@@H](OC)[C@@H](C)CN(C(=O)Cc1cccnc1)[C@@H](C)CO2	-0.8
COCC#Cc1cnc2c(c1)C(=O)N([C@H](C)CO)C[C@@H](C)[C@@H](CN(C)C(=O)CN1CCOCC1)O2	-0.4
C[C@@H](NC(=O)C[C@H]1CC[C@@H](NS(=O)(=O)c2cccc(F)c2)[C@@H](CO)O1)c1ccccc1	0.1
O=C(NC1CCCCC1)N1CC2(C1)[C@@H](c1ccccc1)[C@@H](CO)N2CC1CCCC1	-2.5
C[C@H]1CN([C@@H](C)CO)C(=O)c2cc(NC(=O)NC3CCCCC3)ccc2O[C@H]1CN(C)Cc1ccc(C(=O)Nc2ccccc2N)cc1	-0.9
C[C@@H]1CN([C@@H](C)CO)S(=O)(=O)c2ccc(C#CCN(C)C)cc2O[C@H]1CN(C)C(=O)C1CCCCC1	-1.3
C/C=C/c1ccc([C@@H]2[C@H](CO)N(CC3CCCC3)C23CN(C(=O)CC2CC2)C3)cc1	0.0
CC(C)NC(=O)N(C)C[C@@H]1Oc2ccc(NS(=O)(=O)c3ccc(Cl)cc3)cc2CC(=O)N([C@H](C)CO)C[C@@H]1C	0.4
O=C(O)[C@@H]1[C@@H](CO)[C@@H]2Cn3c(ccc(-c4cccnc4)c3=O)[C@H]1N2S(=O)(=O)c1ccccc1F	-0.4
C[C@H]1CN([C@@H](C)CO)C(=O)Cc2cc(NS(C)(=O)=O)ccc2O[C@H]1CN(C)S(=O)(=O)c1ccc(F)cc1	-3.7
C[C@H]1CN([C@@H](C)CO)C(=O)Cc2cc(NC(=O)Cn3cnnn3)ccc2O[C@@H]1CN(C)C(=O)Nc1ccccc1	-0.5
Cc1noc(C)c1S(=O)(=O)N(C)C[C@@H]1Oc2ccc(NS(=O)(=O)c3ccccc3)cc2CC(=O)N([C@H](C)CO)C[C@@H]1C	-1.6
Cc1noc(C)c1S(=O)(=O)Nc1cccc2c1O[C@@H](CN(C)CC1CCCCC1)[C@@H](C)CN([C@H](C)CO)C2=O	-0.2
O=C(N[C@@H]1CC[C@H](CCNC(=O)C2CC2)O[C@H]1CO)c1ccccn1	0.7
Cc1ccc(S(=O)(=O)N(C)C[C@@H]2Oc3ccc(NS(=O)(=O)c4ccc(Cl)cc4)cc3CC(=O)N([C@@H](C)CO)C[C@@H]2C)cc1	0.8
CCC(=O)N(C)C[C@H]1Oc2ncc(C#C[C@@H](C)O)cc2C(=O)N([C@@H](C)CO)C[C@H]1C	-2.1
C[C@H](CO)N1C[C@H](C)[C@@H](CN(C)CC2CCCCC2)OCc2cnnn2CCCC1=O	1.6
C[C@@H]1CN([C@H](C)CO)C(=O)c2cccc(NC(=O)Nc3ccc(C(F)(F)F)cc3)c2O[C@@H]1CN(C)C(=O)Nc1ccc(F)cc1	-2.2
C[C@H]1CCCCO[C@@H](CN(C)Cc2ccccc2)[C@@H](C)CN([C@@H](C)CO)C(=O)c2cc(NS(=O)(=O)c3ccccc3)ccc2O1	-0.2
CO[C@H]1CN(C)C(=O)c2cc(NC(=O)c3ccccc3)ccc2OC[C@H](C)N(C(=O)CN(C)C)C[C@@H]1C	0.8
COc1ccc(NC(=O)Nc2ccc3c(c2)C(=O)N([C@H](C)CO)C[C@H](C)[C@H](CN(C)S(=O)(=O)c2ccc(Cl)cc2)OCCCC[C@H](C)O3)cc1	0.3
C[C@@H]1CN([C@@H](C)CO)C(=O)c2cc(NC(=O)Nc3ccc(C(F)(F)F)cc3)ccc2O[C@@H](C)CCCCO[C@H]1CN(C)S(=O)(=O)c1cccs1	0.2
O=S(=O)(N[C@@H]1CC[C@@H](CCn2cc(-c3cccc(F)c3)nn2)O[C@@H]1CO)c1ccccc1	0.7
O=C(C1CCCCC1)N1CC(=O)N2[C@H](CO)[C@H](c3ccc(-c4ccccc4F)cc3)[C@H]2C1	-1.2
Cc1noc(C)c1NC(=O)Nc1ccc2c(c1)C(=O)N([C@H](C)CO)C[C@H](C)[C@@H](CN(C)C(=O)C1CCCCC1)OCCCC[C@@H](C)O2	-0.6
CCNC(=O)Nc1ccc2c(c1)C(=O)N(C)[C@@H]1CC[C@@H](CC(=O)NCCOC)O[C@@H]1CO2	2.0
C[C@@H]1CN([C@@H](C)CO)C(=O)c2cc(NS(C)(=O)=O)ccc2O[C@@H](C)CCCCO[C@H]1CN(C)C(=O)Nc1ccc(F)cc1	-0.6
C[C@@H]1CN([C@@H](C)CO)C(=O)c2cc(-c3cccc(C#N)c3)cnc2O[C@H]1CN(C)C	0.4
CN1C(=O)c2cc(NC(=O)c3cccc(F)c3)ccc2OC[C@H]2O[C@H](CC(=O)NCc3ccccc3Cl)CC[C@@H]21	0.7

The listing continues:
SMILES	TcdB inh
COc1ccc(CN(C)C[C@@H]2Oc3ccc(NC(=O)Nc4ccc5c(c4)OCO5)cc3CC(=O)N([C@@H](C)CO)C[C@H]2C)cc1	1.4
CC(=O)N1CC2(C1)[C@H](c1ccc(-c3ccccc3C)cc1)[C@H](CO)N2C(=O)CC1CC1	-0.5
Cc1noc(C)c1NC(=O)N(C)C[C@H]1Oc2ccc(NC(=O)NC(C)C)cc2CC(=O)N([C@H](C)CO)C[C@H]1C	-1.3
C[C@@H]1CN([C@@H](C)CO)S(=O)(=O)c2ccc(C#C[C@@H](C)O)cc2O[C@H]1CN(C)Cc1cccnc1	-0.1
Cc1ccccc1S(=O)(=O)NCC[C@H]1CC[C@H](NS(=O)(=O)c2ccccc2C)[C@@H](CO)O1	2.5
C[C@@H]1CCCCO[C@@H](CN(C)C(=O)c2ccccc2)[C@H](C)CN([C@H](C)CO)C(=O)c2cc(NC(=O)Nc3cccc4ccccc34)ccc2O1	-6.2

Of the compounds above, these contain an aryl methoxy group:
SMILES	TcdB inh
COc1ccccc1NC(=O)N1CCCCN2[C@H](C1)[C@@H](c1ccc(-c3cccc(C#N)c3)cc1)[C@@H]2CO	0.2
COc1ccc2c3c([nH]c2c1)[C@@H](CO)N(Cc1nccs1)CC31CCN(C(=O)C2CCOCC2)CC1	-0.5
COc1ccc(NC(=O)N(C)C[C@@H]2Oc3ccc(NC(=O)CCC(F)(F)F)cc3C(=O)N([C@@H](C)CO)C[C@H]2C)cc1	-0.1
COc1ccccc1NC(=O)N1CCCCN2[C@H](CO)[C@@H](c3ccc(-c4cccc(C)c4)cc3)[C@@H]2C1	0.1
COc1cccc(CN2[C@@H](CO)[C@@H](c3ccccc3)C23CN(C(=O)C2CCCCC2)C3)c1	1.0
COc1ccc(COC[C@]23Oc4ccccc4[C@H]([C@H]2COC(=O)c2ccccc2)N(C(=O)CC(C)=O)C(=O)N3C)cc1	-1.0
COc1ccc(C[C@H]2CCc3cnnn3COC[C@H](c3ccccc3)NC2=O)cc1	0.3
COc1ccc(NC(=O)Nc2ccc3c(c2)C(=O)N([C@H](C)CO)C[C@H](C)[C@H](CN(C)S(=O)(=O)c2ccc(Cl)cc2)OCCCC[C@H](C)O3)cc1	0.3
COc1ccc(CN(C)C[C@@H]2Oc3ccc(NC(=O)Nc4ccc5c(c4)OCO5)cc3CC(=O)N([C@@H](C)CO)C[C@H]2C)cc1	1.4
